Bioassay records from PubChem.
AmpC inh det: blocks E. coli AmpC beta-lactamase in presence of detergent | Potency, µM (highest dose often 28.7 µM), for inactives: top-dose activity change, negative = inhibition | P00811 | 71,000 compounds, 0.09% hits | purified AmpC, nitrocefin hydrolysis with detergent; active = well fitted curve in the direction sought with a large enough effect
Target sequence (P00811 whole entry, looked up): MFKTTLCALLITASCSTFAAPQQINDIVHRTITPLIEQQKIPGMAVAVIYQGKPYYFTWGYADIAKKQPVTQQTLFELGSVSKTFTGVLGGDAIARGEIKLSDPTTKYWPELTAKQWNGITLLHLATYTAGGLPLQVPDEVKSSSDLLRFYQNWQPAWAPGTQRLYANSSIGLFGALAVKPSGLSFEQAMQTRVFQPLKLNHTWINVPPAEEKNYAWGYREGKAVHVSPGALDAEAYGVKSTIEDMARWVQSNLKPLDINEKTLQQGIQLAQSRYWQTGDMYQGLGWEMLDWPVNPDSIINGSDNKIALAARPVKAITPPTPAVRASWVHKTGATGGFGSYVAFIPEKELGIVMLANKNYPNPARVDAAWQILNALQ
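E. coli AmpC (5.3 nM) in 20 mM phosphate pH 7.0 with 0.01% Triton X-100, preincubated 15 min RT with compound; nitrocefin (2 uL of 800 uM stock) hydrolysis followed by 480 nm absorbance every 20 s over 4 min.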
Numbers without * were called inactive; & = joins results of further samples; [ ] = remark or other dose. % is scaled to controls: 0 for no effect and ±100 for the full control effect; potency is read from the fitted curve at half-maximal effect. Not all compounds are listed (hit frequency here may not be typical).

SMILES	AmpC inh det
O=C(c1ccccc1Cl)N1CCC(c2nc3c(nnn3Cc3ccco3)c(=O)[nH]2)CC1	10.0%
CC(NC(=O)c1ccccc1Cl)C(=O)O (stereo unspecified)	-1.8%
CN(C)c1ccc(C2NCCS2)cc1 (stereo unspecified)	-9.9%
CCS(=O)(=O)c1ccc(O)c(NC(=O)c2cc(OC)c(OC)c(OC)c2)c1	-3.5%
Fc1ccc(Nc2ccnc(-c3ccccc3C(F)(F)F)n2)cc1	7.4%
O=C(c1ccccc1)c1ccc(OCC(O)CN2CCCCC2)cc1 (stereo unspecified)	-2.9%
NC(=O)CSC1=Nc2ccccc2C2=NC(CCC(=O)NCc3ccc(F)cc3)C(=O)N12 (stereo unspecified)	2.5%
CCC(C)(C)n1nnnc1C(c1cccc(C#N)c1)N1CCN(c2cc(C)ccc2C)CC1 (stereo unspecified)	11.3%
O=C(NCCCN1CCN(c2ccccc2F)CC1)C1CCN(S(=O)(=O)c2cccs2)CC1	6.1%
COc1ccc(N(C(=O)Cn2nnc3ccccc32)C(C(=O)NCc2ccco2)c2cccnc2)cc1 (stereo unspecified)	7.2%
C=C(C)CSc1nnc(-c2cccc(Cl)c2)n1N	-1.1%
CCn1c2ccccc2c2nnc(SCC(=O)OCN3C(=O)c4ccccc4C3=O)nc21	-2.7%
CN(C)S(=O)(=O)Nc1ccccn1	-6.4%[5.75 µM]
Cn1cccc1C(=O)N1CCC2(CC1)CN(c1cccc(-c3ccccc3)c1)C2	-3.4%
C=CCN1C(=Nc2cccnc2)SCC1(O)c1ccc(C)cc1 (stereo unspecified)	4.9%
COc1ccc2nc(SCC(=O)NC(C)(C)C)[nH]c2c1	3.7%
CSc1ncccc1C(=O)OCC(=O)c1cc2ccccc2o1	-0.4%
CNC(=O)CN(c1ccc(C(C)C)cc1)S(C)(=O)=O	10.0%
CCn1c(=O)c(C)nn2c3ccccc3nc12	14.3%
N[C@H](C(=O)O)c1cc(O)cc(O)c1	-0.6%&-0.8%&3.9%
COc1ccc(C2=NCC(=O)N(CC(=O)NCc3ccco3)c3sc4c(c32)CCCC4)cc1	5.3%
O=C(Nc1ccc(N2CCCC2)c(Cl)c1)c1ccco1	-2.6%
Cc1ccc2nc(NC(=O)CN(C)S(=O)(=O)c3ccc(Br)s3)sc2c1	3.0%
CCSc1ccccc1C(=O)NCc1ccc2c(c1)OCO2	-0.8%
COc1nc(C)ccc1-c1noc(-c2ccco2)n1	-4.5%

(continued)
SMILES	AmpC inh det
O=C(O)c1ccc(Nc2ccnc3cc(Cl)ccc23)cc1O	-2.4%[5.75 µM]
O=C(COc1ccc(-c2nnco2)cc1)N1CCN(S(=O)(=O)c2ccc3ccccc3c2)CC1	-4.8%
CC1=Nn2c(nnc2-c2ccco2)SC1	-3.2%
Cc1cccc(CNc2ccnc(-c3cccc(C#N)c3)n2)c1	-2.6%
CC(=O)Nc1ccc(S(=O)(=O)N2CCSC2C(=O)O)cc1 (stereo unspecified)	-2.5%
CC(C)COC(=O)c1cc(=O)[nH]c2ccccc12	5.1%
O=c1[nH]c(=O)n(CCC2=CCCCC2)c(O)c1C=NC1CCN(Cc2ccccc2)CC1	-0.1%
Cc1cccn2c(=O)c(C=Nc3ccccc3)c(NCc3ccco3)nc12	1.4%
COc1ccc(C(=O)c2ccc(N(C)C)cc2)c(OC)c1	-0.4%
CC(c1ccccc1F)n1cc(C(=O)NCCc2ccco2)nn1 (stereo unspecified)	-1.5%
CCOC(=O)c1csc(NC(=O)CSc2nnnn2-c2ccc(OC)cc2)n1	-1.2%
Cn1cccc1Cc1nnc(SCC(=O)NCC2CCCO2)n1-c1ccc(F)cc1 (stereo unspecified)	7.5%
COC(=O)c1[nH]c2c(c1C)C(=O)CC(c1cccs1)C2 (stereo unspecified)	-4.1%
CCCS(=O)(=O)N1CCC(C(=O)NCc2ccccc2Cl)CC1	13.7%
COc1ccc(N2CCN(c3cc(=O)n(Cc4ccc(F)cc4)c(=O)[nH]3)CC2)cc1	12.0%
CCOC(=O)C1CCCN(c2c(N3CCN(C4CCCCC4)CC3)c(=O)c2=O)C1 (stereo unspecified)	9.2%
O=C(c1cccc(Br)c1)N1CCN(C(=O)N2CCCCC2)CC1	-0.9%
O=C(Nc1ccccc1C(=O)N1CCOCC1)C1CC(=O)N(C2CCCC2)C1 (stereo unspecified)	-3.7%
N#Cc1ccsc1NC(=O)CSc1ncnc2ccccc12	1.1%
CCCOc1ccc(C(=O)Nc2ccc(N(C)C)cc2)cc1	-1.9%
CCOc1ccc(C2/C(=C(/O)c3ccc(Cl)cc3)C(=O)C(=O)N2CCCN(C)C)cc1OC (stereo unspecified)	1.0%
O=C(Cn1c(CC(=O)N2CCCC2)nc2ccccc21)NCc1ccccc1	0.4%
O=C(CSc1nnc(CNc2ccc(F)cc2)n1Cc1ccccc1)NCc1ccco1	-4.5%
CCc1nnc(NC(=O)CSc2ncc(-c3ccccc3)n2C)s1	8.4%
CCc1ccc(NC(=O)N(CCN2CCOCC2)C2CCN(C(C)=O)CC2)cc1	-2.4%

Random excerpt: five entries already listed
SMILES	AmpC inh det
O=C(O)c1ccc(Nc2ccnc3cc(Cl)ccc23)cc1O	-2.4%[5.75 µM]
Cc1cccc(CNc2ccnc(-c3cccc(C#N)c3)n2)c1	-2.6%
O=C(c1cccc(Br)c1)N1CCN(C(=O)N2CCCCC2)CC1	-0.9%
CCOc1ccc(C2/C(=C(/O)c3ccc(Cl)cc3)C(=O)C(=O)N2CCCN(C)C)cc1OC (stereo unspecified)	1.0%
CC1=Nn2c(nnc2-c2ccco2)SC1	-3.2%

Back to the main list; the two compounds before the break are reprinted first.
SMILES	AmpC inh det
CCc1nnc(NC(=O)CSc2ncc(-c3ccccc3)n2C)s1	8.4%
CCc1ccc(NC(=O)N(CCN2CCOCC2)C2CCN(C(C)=O)CC2)cc1	-2.4%
COCCOC(=O)C1=C(C)N=c2s/c(=C\c3cccs3)c(=O)n2C1c1cccs1 (stereo unspecified)	-1.7%
Cc1cc(/N=C/N(C)C)on1	-2.6%
CCOc1cccc(-c2nnc(SCC(=O)Nc3ccc(OC)c(OC)c3)n2N)c1	-1.0%
Cc1c(C(=O)N2CCCC2)sc(NC(=O)c2cccs2)c1C#N	-6.7%
CCn1c(CNc2ccc(F)cc2)nnc1SCCN1CCCCC1	2.2%
O=C(Nc1ccc(-c2nnco2)cc1)c1ccccc1	-2.3%
Cn1c(=O)cc(SCC(=O)NCCN2CCN(c3ccccc3F)CC2)c2cc(Cl)ccc21	-4.3%
COc1ccc(OCc2nn3c(Cn4cnc5ccccc54)nnc3s2)cc1	-5.3%
Cc1cc(C)nc(SCSc2nc(C)cc(C)n2)n1	8.1%
O=C(O)C1CCCCC1C(=O)NCCCCc1ccccc1 (stereo unspecified)	4.3%
CN1Cc2ccccc2[C@@H]2c3cccc4[nH]cc(c34)C[C@H]21	-3.9%
CCc1c(C)nc(N2CCOCC2)[nH]c1=O	-0.5%
CCc1nnc(NC(=O)c2cc3ccccc3oc2=O)s1	6.1%
CN(C)c1ncc2nc(-c3ccc(F)cc3)c(=O)n(Cc3cccs3)c2n1	-1.9%
Cc1ccc2c(C(=O)CN3CCCC3)c(C)[nH]c2c1	-2.8%
CCN(CC)CCCCn1c(-c2ccccc2)nc2c(Nc3ccccc3)nc(C)nc21	14.9%
Cc1ccc(-c2ccc(S(=O)(=O)N3CCN(C)CC3)cc2)cc1	-7.2%
COc1ccc(CCNC(=O)c2cnc3scc(C)n3c2=O)cc1OC	11.0%
O=C(c1cc(=O)c2ccccc2o1)N1CCCc2ccccc21	-5.7%
Cn1c(SCCOc2ccc(Cl)cc2)nnc1-c1ccncc1	8.6%
CCCc1cc(C(=O)Nc2sc3c(c2C#N)CCC3)no1	9.8%
O=C(c1cnccn1)N1CCN(C/C=C/c2ccccc2)CC1	-3.2%
CC(=O)c1coc2ccc(OCC(=O)O)cc12	4.9%
O=C(c1ccc(S(=O)(=O)N2CCOCC2)cc1)N(c1ccc(F)cc1)C1C=CS(=O)(=O)C1 (stereo unspecified)	-0.4%
CC(=O)N1[C@H](Cc2ccccc2)C=C[C@]1(C)C(=O)NCc1ccc(C)o1	22.2%

Going on with the list.
SMILES	AmpC inh det
O=C1CC(N2CCCc3ccccc32)C(=O)N1c1ccccc1 (stereo unspecified)	9.1%
CS(=O)(=O)c1ccc(-c2cc(Br)sc2-c2ccc(F)cc2)cc1	-1.9%
Cc1nc(N2C(=O)C(=O)/C(=C(/O)c3ccccc3)C2c2ccco2)sc1C (stereo unspecified)	-4.0%
CCOC(=O)C(C)Oc1ccc(C2NC(=O)NC(C)=C2C(C)=O)cc1Br (stereo unspecified)	-2.7%
CCOC(=O)CCn1c2nc(C)cc(C)c2c(=O)n1-c1ccccc1	7.4%
CCOC(=O)N1CCN(C(=O)CCn2nc(-c3ccccc3)ccc2=O)CC1	21.5%
CC(=O)NCCn1ccc2ccccc21	-1.6%
CC1=C(C(=O)N2CCCCC2)C2(CCC(C)CC2)OC1=O (stereo unspecified)	7.1%
CCOc1ccc2nc(NC(=O)COC)sc2c1	-4.1%
CCn1c(SCc2nnc(-c3ccccc3)o2)nnc1-c1ccc(S(=O)(=O)N2CCCC2)cc1	13.1%
CC(Sc1ccccn1)C(=O)Nc1ccccc1 (stereo unspecified)	-4.5%
Cc1nc(-c2cccc(N)c2)cs1	9.5%
COc1ccc(C2C(C(=O)NCCN3CCOCC3)c3ccccc3C(=O)N2C)cc1OC (stereo unspecified)	-0.2%
CCNc1nc(NC#N)nc(SCC(=O)OCC)n1	-3.7%
CCCCn1c(SCn2nnc3ccccc3c2=O)nc2cc(C(=O)OC)ccc2c1=O	-3.8%
CN(C)CCN1C(=O)C(=O)/C(=C(/O)c2ccccc2)C1c1ccccc1F (stereo unspecified)	7.7%
CCC/C=C(\CCC)C(NC(=O)Oc1ccc(F)cc1)c1ccc(C(=O)OC)cc1 (stereo unspecified)	1.9%
O=S(=O)(c1ccc(-c2ccccc2)cc1)N1CCOCC1	-7.8%
CC1(C)C2CC=C(/C=N/n3cnnc3)C1C2 (stereo unspecified)	-0.1%
Cc1ccc(S(=O)(=O)N2CCN(C(=O)CSc3nc4ccccc4c(=O)[nH]3)CC2)cc1	-3.9%
CCOC(=O)c1sc(-c2ccc(OC)cc2)cc1N	-8.1%
CC(=O)N1CCc2cc(S(=O)(=O)NCCC(=O)NC3CCN(Cc4ccccc4)CC3)ccc21	-0.1%
COc1ccc(CNC(=O)c2ccc(CN3CCOCC3)cc2)cc1	6.3%
O=C(CN(C1CCCCC1)S(=O)(=O)c1ccccc1)NCc1cccnc1	-2.5%
Oc1c(Cl)cc(Cl)cc1CN1CCN(Cc2ccccc2)CC1	1.8%

Remaining list, next part.
SMILES	AmpC inh det
CCOC(=O)C1CCCN(Cc2ccccc2C)C1 (stereo unspecified)	-2.9%
O=c1c2ccccc2nc(SCc2nnc(-c3ccccc3Br)o2)n1-c1ccccc1	-1.9%
Cn1c(C(=O)N2CCCc3ccccc32)cc2sccc21	-4.3%
CC(=O)NC(C)C(=O)OCC(=O)c1ccc(Cl)s1 (stereo unspecified)	-1.2%
Cn1c(=O)c(-c2ccc(F)cc2)nc2cnc(Oc3ccccc3)nc21	0.6%
CCN(C(=O)C1CCCCC1)c1nnc(-c2cccnc2)s1	-0.2%
CCOC(=O)N1CCC(NS(=O)(=O)c2ccc3c(c2)CCN3C(C)=O)CC1	-2.3%
COCCCNC(=O)C1CC(=O)N(Cc2ccc(OC)cc2)C1 (stereo unspecified)	-1.4%
Cc1cnc(C(=O)OCC(=O)NC2CCCCC2)cn1	-3.4%
N#CCCn1c(=O)c(-c2ccccc2)nc2cnc(Nc3ccccc3)nc21	1.1%
Cc1oc2c(c1C(=O)NCc1cc(C(=O)O)co1)CCCC2	-4.3%
CC[N+](CC)(CCNC(=O)C(=O)NCC[N+](CC)(CC)Cc1ccccc1Cl)Cc1ccccc1Cl	-0.7%
c1ccc(-c2nc(C3CCCCC3)no2)cc1	-3.4%
C=CCOC(=O)C1C(=O)CC(C)(O)C(C(=O)OCC=C)C1c1ccc(OCC)cc1 (stereo unspecified)	-0.6%
CCn1c(SCC(=O)Nc2nnc(C)s2)nnc1-c1ccco1	-2.7%
NCc1ccccc1CC(=O)N[C@@H]1C(=O)N2C(C(=O)O)=C(CSc3nnnn3CC(=O)O)CS[C@@H]12	-3.5%[12.8 µM]
Nc1nc2ccc(Oc3ccccc3)cc2s1	-2.0%
COc1ccc(OCc2nn3c(-c4ccccn4)nnc3s2)cc1	1.5%
CCCOC(=O)CSc1nc(N)c(C#N)c(CC)c1C#N	20.8%
CCOC(=O)C1=C(N)OC2=C(C(=O)CCC2)C1c1cccs1 (stereo unspecified)	5.6%
O=C(OCCCc1ccncc1)c1ccc(S(=O)(=O)N2CCOCC2)cc1	-3.9%
CCOC(=O)c1c(C)oc2c1cc(O)c1ccccc12	-1.2%
COC(=O)Nc1cccc(OC(=O)Nc2cccc(C)c2)c1	15.2%
O=C(Nc1ccc(CN2CCOCC2)cc1)c1ccc(-c2ccc(Br)cc2)o1	-6.0%
CCC(=O)Nc1ccc(Cl)c(NC(=O)c2cccnc2)c1	-2.9%

Later entries
SMILES	AmpC inh det
COc1ccc(Cc2n[nH]c(=O)c3ccccc23)cc1OC	-1.5%
CCCc1cc(=O)[nH]c(SCc2ccccc2)n1	-4.8%
CC(C)(C)N(Cc1cc2ccccc2[nH]c1=O)C(=O)C1CCCCC1	0.7%
CC(NS(C)(=O)=O)C(c1cccs1)N1CCN(C)CC1 (stereo unspecified)	-3.5%
CCC(NC(=O)NCc1ccc2c(c1)OCO2)(C(F)(F)F)C(F)(F)F	-5.6%
Cc1ccc(C2=Nc3ccccc3S[C@@H](c3cccc([N+](=O)[O-])c3)C2)cc1	-0.1%[5.75 µM]

Some of the entries above in another layout:
| Compound | AmpC inh det |
| --- | --- |
| CCCc1cc(=O)[nH]c(SCc2ccccc2)n1 | -4.8% |
| CC(NS(C)(=O)=O)C(c1cccs1)N1CCN(C)CC1 (stereo unspecified) | -3.5% |
| COc1ccc(Cc2n[nH]c(=O)c3ccccc23)cc1OC | -1.5% |
